HTR5A ag: HTR5A agonism, opioid heterodimer counter-screen; actives 0.61% (n = 340,000); HTR5A agonist assay, luminescence, cell-based; activation, % at 9.3 µM; in the data active = activation mostly above about 9.5%, no sharp cut-off; inactive = mostly below about 7.6%;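 also: 0% = cells with vehicle only and 100% = reference agonist; strong numbers were not always called active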
HTR5A inv ag: counter-screen for OPRM1-OPRD1 inverse agonists: human HTR5A inverse agonism; P47898; HTR5A cell line, luminescence; inhibition, % at 9.3 µM; actives 0.083% (n = 340,000); AID 504634; in the data active = inhibition mostly above about 23%, no sharp cut-off; inactive = mostly below about 18%;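 also: 0% = cells with DMSO and 100% = no-cell wells with DMSO; some compounds called inactive have numbers as strong as hits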
SUMO Mot1 rescue: SUMOylation pathway inhibition by Mot1-301 growth rescue; S. cerevisiae Mot1-301 growth rescue, ATP luminescence, 38.5C; percent above DMSO median, 100 means doubled; growth rescue, % at 18.8 µM; actives 1% (n = 320,000); AID 2716;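 active = every valid replicate shows activation above 250% relative to neutral control wells; inactive = the rest, any valid replicate at or below 250%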;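 also: OY570 slx delta 5 strain wells were the positive control but not used for scaling; some compounds called inactive have numbers as strong as hits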
MOR-DOR inv ag: inverse agonists of human mu-delta opioid receptor heterodimerization. P35372+P41143. cell-based MOR-DOR heterodimer luminescence, inverse agonism. inhibition, % at 9.3 µM. actives 0.21% (n = 340,000); in the data active = inhibition above about 22%, passing the limit was not always enough;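 also: 0% = cells with DMSO and 100% = wells without cells with DMSO; values of inactives mirror those of a sister screen read the other way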
PfHsp90 set2: inhibits growth of yeast expressing Plasmodium falciparum Hsp90; actives 0.32% (n = 310,000); S. cerevisiae expressing PfHsp90, BacTiter-Glo ATP, 48 h; yeast lacking PDR1 and PDR3 efflux regulators; inhibition, % at 9.4 µM; AID 504621;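 active = every replicate shows inhibition above about 80%, whatever the replicate mean, limit read from the data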;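 also: 0% = DMSO neutral controls and 100% = 20 µM radicicol positive controls; yeast relying on Plasmodium falciparum Hsp90 in place of its own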
DSG3 Ab inh: blocks pemphigus antibody binding to human desmoglein-3; DSG3-coupled beads, scFv-anti-DSG3-GFP binding, flow cytometry; hits give low values; binding (percent of control), % at 10 µM; actives 0.48% (n = 310,000); AID 588358;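 active = binding more than 3 SD below its plate's average and above zero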;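 also: hits lower antibody fragment binding to DSG3; some compounds called inactive have numbers as strong as hits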
Target sequence (P32926 whole entry, looked up, the tested form may be a part): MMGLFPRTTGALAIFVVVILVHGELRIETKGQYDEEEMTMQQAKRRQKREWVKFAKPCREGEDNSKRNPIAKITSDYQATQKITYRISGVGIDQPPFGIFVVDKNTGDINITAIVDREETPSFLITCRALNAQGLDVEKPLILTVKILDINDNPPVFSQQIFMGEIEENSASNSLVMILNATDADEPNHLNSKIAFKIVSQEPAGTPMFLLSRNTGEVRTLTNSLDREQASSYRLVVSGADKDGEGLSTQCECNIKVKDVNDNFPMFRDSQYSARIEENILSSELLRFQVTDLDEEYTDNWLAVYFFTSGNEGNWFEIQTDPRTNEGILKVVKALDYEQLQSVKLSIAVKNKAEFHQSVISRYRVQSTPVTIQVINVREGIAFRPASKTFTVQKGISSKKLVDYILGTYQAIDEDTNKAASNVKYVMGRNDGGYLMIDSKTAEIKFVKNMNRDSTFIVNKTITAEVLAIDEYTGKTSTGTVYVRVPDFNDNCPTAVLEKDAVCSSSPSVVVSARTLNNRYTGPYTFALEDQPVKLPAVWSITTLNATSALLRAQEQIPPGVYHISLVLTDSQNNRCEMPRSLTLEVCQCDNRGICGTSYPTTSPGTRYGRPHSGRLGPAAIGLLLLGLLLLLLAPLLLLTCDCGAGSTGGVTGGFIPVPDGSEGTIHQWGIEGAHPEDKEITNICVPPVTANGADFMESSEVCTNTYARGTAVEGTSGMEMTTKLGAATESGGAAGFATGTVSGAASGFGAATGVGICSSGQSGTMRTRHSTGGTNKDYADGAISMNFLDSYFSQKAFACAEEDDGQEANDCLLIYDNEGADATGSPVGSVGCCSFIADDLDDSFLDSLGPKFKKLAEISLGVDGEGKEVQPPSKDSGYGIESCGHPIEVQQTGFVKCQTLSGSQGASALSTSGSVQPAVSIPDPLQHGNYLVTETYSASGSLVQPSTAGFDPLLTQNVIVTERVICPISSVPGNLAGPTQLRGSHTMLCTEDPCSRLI
phage Ecoli inh: E. coli growth loss with phage present | growth absorbance | inhibition, % at 11.9 µM | actives 0.26% (n = 360,000); in the data active = inhibition above about 11%
OPRM1-OPRD1 ag: OPRM1-OPRD1 heterodimerization agonism. activation, % at 9.3 µM. AID 504326. cells, luminescence. P35372+P41143. actives 0.3% (n = 340,000); in the data active = activation above about 18%;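 also: 0% = vehicle-treated cells and 100% = reference agonist; values of inactives mirror those of a sister screen read the other way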
PKA-R1A activ: activates the PKA-R1A holoenzyme complex | P00514+P68181 | activation, % at 11.4 µM | PKA-R1A dissociation, Cy5-IP20 fluorescence polarization; scaled: DMSO 0%, 113 µM cGMP 100% | actives 0.083% (n = 340,000);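 active = percent activation above the mean of all tested compounds plus 3 SD, cut at about 19% in these data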;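 also: higher means more PKAc released from R1A so a rise in polarization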
AddAB inh: less growth of phage-infected E. coli with AddAB; actives 0.29% (n = 330,000); E. coli expressing H. pylori AddAB, absorbance growth; AID 435030; inhibition, % at 11.9 µM; in the data active = inhibition above about 12%;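 also: 0% = vehicle wells of infected cells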
Ecoli viability: reduces bacterial viability in AddAB counter-screen. actives 0.27% (n = 330,000). inhibition, % at 11.9 µM. AID 449728. E. coli V3065 growth, OD600 absorbance, 18 h;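 active = inhibition above the campaign's mean inhibition across all tested compounds plus 3 SD, cut at about 9.9% in these data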;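 also: uninfected addAB+ strain grown without phage in ampicillin broth; 0% = DMSO wells and 100% = ciprofloxacin 0.95 µg/ml wells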
* marks the source's active call; other numbers are inactive results; x = no result given.

#	SMILES	HTR5A ag	HTR5A inv ag	SUMO Mot1 rescue	MOR-DOR inv ag	PfHsp90 set2	DSG3 Ab inh
1	CN(C(=O)CCN1C(=O)C(C)(C)Nc2ccccc21)c1ccccc1	-1	-12	-25	-4	-9	98
2	CCO[C@H]1OC(C(=O)N2CCN(C)CC2)=C[C@@H](C)[C@@H]1CCCO	0	-22	-16	12	10	104
3	Cc1ccccc1NC(=O)c1ccccc1N(C)S(=O)(=O)c1ccccc1	3	-7	-10	19	-4	x
4	CCOC(=O)CC1Sc2ccccc2NC1=S (centres undefined)	x	x	10	x	-7	94
5	CN(C)S(=O)(=O)c1ccc(C(=O)OCc2ccc(C#N)cc2)cc1	-3	18	-5	10	2	106
6	CN(CCNC(=O)c1cn(C)c2ccc(S(=O)(=O)N3CCCC3)cc2c1=O)CCc1ccccc1	14	1	9	13	19	105
7	Cc1ccccc1NC(=O)CCNS(=O)(=O)c1cccc2nsnc12	-1	4	-8	-16	8	130
8	COc1ccccc1-c1ccc(=O)n(CC(=O)NC2CCc3ccccc32)n1 (centres undefined)	-1	3	10	7	x	115
9	CC(=O)OCC(=O)c1ccc2ccn(C(C)=O)c2c1	0	-21	6	7	-4	102
10	O=C(NCc1cccnc1)c1sc2cc(Cl)ccc2c1Cl	7	-34	-5	22	0	103
11	COc1ccc(C(=O)NCCNc2nc3c(C)cccc3cc2C#N)cc1OC	6	-20	-31	-7	-9	123
12	CC(=O)N(c1cccc(Cl)c1)c1nc(C)cc(C)c1C#N	4	-16	-6	12	8	102
13	Cc1cc(CN2CCN(CC(=O)Nc3cc(C(F)(F)F)ccc3-n3cncn3)CC2)no1	8	-20	-11	13	-6	98
14	Cc1ccccc1S(=O)(=O)Cc1ccc(C(=O)NC(C)c2ccccc2)o1 (centres undefined)	0	-36	50	10	14	101
15	CC1Cc2ccccc2N1C(=O)/C=C/c1cccc(F)c1 (centres undefined)	0	7	8	-30	14	x

#	phage Ecoli inh	OPRM1-OPRD1 ag	PKA-R1A activ	AddAB inh	Ecoli viability
1	0.3	0.7	0	0.3	1.1
2	2.3	-2.0	5	2.1	0.3
3	2.4	-3.8	10	-0.5	-1.5
4	-1.5	x	x	0.2	-1.6
5	0.3	-1.7	-4	-2.0	-0.7
6	-0.3	-2.2	11	0.2	1.1
7	2.0	2.0	-3	6.3	1.8
8	0.8	-1.4	0	5.7	-0.7
9	2.3	-1.4	-2	-1.2	0.2
10	2.0	-4.3	8	0.7	-2.6
11	-1.3	1.4	0	0.7	-1.3
12	5.9	-2.3	2	1.6	1.9
13	5.2	-3.3	-7	-0.2	0.2
14	2.4	-2.1	-7	5.3	2.6
15	1.1	6.6	-8	-0.2	0.2

More results
#	SMILES	HTR5A ag	HTR5A inv ag	SUMO Mot1 rescue	MOR-DOR inv ag	PfHsp90 set2	DSG3 Ab inh
16	CC1CN(C)C(C)CC1NCc1ccc2c(c1)OCO2 (centres undefined)	5	-14	-11	-3	11	108
17	Cc1ccc(C(=O)ONc2ccc(N=NC(=O)c3ccccc3O)cc2)cc1	2	-4	-11	5	-6	107
18	CN(C)S(=O)(=O)c1cccc(C(=O)OCC(=O)c2c(N)n(C)c(=O)n(C)c2=O)c1	1	-3	-10	-3	-8	99
19	CCOC(=O)c1ccc(NC(=S)NCCCN2CCCCC2)cc1	1	-2	6	6	-7	99
20	CCn1c(SC)nnc1C1CCCN(CC(=O)Nc2ccccc2N2CCOCC2)C1 (centres undefined)	-2	5	150	8	-3	107
21	CCOc1ccc(CCNC(=O)CN2CCN(Cc3ccccc3F)C2=O)cc1OCC	1	-6	-5	10	-71	x
22	Cc1cccc(OC(C)C(=O)Nc2cc(S(=O)(=O)N3CCCCC3)ccc2C)c1 (centres undefined)	5	16	-10	-8	-20	104
23	COc1ccc(-n2c(SCC(=O)Nc3nc(C)cs3)nnc2-c2ccoc2C)cc1	-5	14	-13	8	-18	x
24	CCCCCCn1c(N2CCN(c3cccc(Cl)c3)CC2)nc2c1c(=O)[nH]c(=O)n2C	3	-17	3	5	16	107
25	CCOC(=O)C1CCCN(S(=O)(=O)c2ccc(S(=O)(=O)N3CCCC3)cc2)C1 (centres undefined)	-2	6	-9	-4	11	111
26	COc1ccccc1C(=O)NC(=O)COC(=O)c1ccc([N+](=O)[O-])cc1	5	10	128	-39	-10	100
27	COc1cccc(C2=NOC(C(=O)NCc3ccc(F)cc3)C2)c1 (centres undefined)	4	-21	-12	20	-20	105
28	Brc1ccc(N=Cc2ccccn2)cc1	-8	26	2	-5	19	102
29	Cc1ccc(C(=O)N2CCOCC2)cc1S(=O)(=O)N1CCCCC1	-1	27	-7	1	15	x
30	Cc1n[nH]c(C)c1Sc1ccccc1N	1	-5	-12	6	19	107

#	phage Ecoli inh	OPRM1-OPRD1 ag	PKA-R1A activ	AddAB inh	Ecoli viability
16	2.4	0.5	-9	0.1	3.4
17	2.4	-1.0	6	3.1	1.6
18	1.1	0.7	7	-0.6	-1.4
19	3.9	-1.2	-3	0.8	1.7
20	0.9	-1.5	-14	4.7	-0.6
21	2.5	-1.7	-5	0.0	-1.3
22	5.0	2.1	16	2.2	-2.3
23	1.8	-1.4	-8	-0.2	-0.1
24	4.0	-0.9	-12	1.5	0.2
25	-0.2	0.8	-10	-4.1	0.6
26	1.8	6.0	-11	2.9	2.7
27	3.8	-3.8	-3	2.6	0.8
28	4.4	0.9	-9	3.2	-0.3
29	-0.4	-0.2	0	-2.4	0.0
30	1.9	-1.3	-3	-0.2	0.2

Compound profiles (already shown):
Record of Cc1ccc(C(=O)ONc2ccc(N=NC(=O)c3ccccc3O)cc2)cc1 → HTR5A ag = 2; HTR5A inv ag = -4; SUMO Mot1 rescue = -11; MOR-DOR inv ag = 5; PfHsp90 set2 = -6; DSG3 Ab inh = 107; phage Ecoli inh = 2.4; OPRM1-OPRD1 ag = -1.0; PKA-R1A activ = 6; AddAB inh = 3.1; Ecoli viability = 1.6
Record of Cc1n[nH]c(C)c1Sc1ccccc1N → HTR5A ag = 1; HTR5A inv ag = -5; SUMO Mot1 rescue = -12; MOR-DOR inv ag = 6; PfHsp90 set2 = 19; DSG3 Ab inh = 107; phage Ecoli inh = 1.9; OPRM1-OPRD1 ag = -1.3; PKA-R1A activ = -3; AddAB inh = -0.2; Ecoli viability = 0.2

(continued)
#	SMILES	HTR5A ag	HTR5A inv ag	SUMO Mot1 rescue	MOR-DOR inv ag	PfHsp90 set2	DSG3 Ab inh
31	CCC1=C(OC(=O)N(CC)CC)N2C(=O)OC(=NCCc3c[nH]c4ccccc34)[C@]2(Cc2ccccc2)[C@H]2C1=CC[C@H]1C(=O)N(CC)C(=O)[C@H]12	1	-10	-7	-11	x	105
32	CC(=O)c1ccc(N2C(=NC(=O)COc3ccccc3)SC3CS(=O)(=O)CC32)cc1 (centres undefined)	5	-17	11	1	8	x
33	COc1ccc(C(=O)COC(=O)CCS(=O)(=O)c2ccc(C)cc2)c(OC)c1	0	0	-9	7	x	104
34	C1CC1C(=NN=C(C1CC1)C1CC1)C1CC1	-5	18	x	22	-7	x
35	CCCCN(C(=O)c1nn(C)c(=O)c2ccccc12)c1c(N)n(CCC)c(=O)[nH]c1=O	-2	-11	-15	9	-24	103
36	CC(C)(C)OC(=O)NCCCCc1cn(CC(=O)N2CCN(C(=O)OC(C)(C)C)CC2)nn1	-2	13	0	-4	1	105
37	CC(C)c1ncc(C(O)c2cccc3ccccc23)n1C (centres undefined)	0	-4	-6	11	-8	110
38	CN(CC(=O)Nc1ccccc1Cl)C(=O)Cn1cc(C(F)(F)F)ccc1=O	12	-30	6	5	7	108
39	COCc1ccc(O)c2ncccc12	0	0	x	7	-31	x
40	N#Cc1ccc(CSc2nnc3ccccn23)cc1	3	3	2	1	16	108

#	phage Ecoli inh	OPRM1-OPRD1 ag	PKA-R1A activ	AddAB inh	Ecoli viability
31	1.8	2.0	-4	-1.0	-2.2
32	0.9	-0.1	-11	4.0	0.8
33	3.4	-1.1	9	-0.2	-0.5
34	1.3	-4.5	-8	x	x
35	0.1	-2.4	2	2.1	-1.2
36	2.3	0.8	8	4.7	2.6
37	0.8	-2.5	-4	2.6	0.5
38	0.7	-1.2	-4	1.8	1.1
39	0.5	-1.3	-9	-2.1	-1.6
40	4.2	-0.1	4	1.8	-0.5

Ordered by formula weight (lowest first): 5 of the compounds above
#	SMILES	HTR5A ag	HTR5A inv ag	SUMO Mot1 rescue	MOR-DOR inv ag	PfHsp90 set2	DSG3 Ab inh
38	CN(CC(=O)Nc1ccccc1Cl)C(=O)Cn1cc(C(F)(F)F)ccc1=O	12	-30	6	5	7	108
35	CCCCN(C(=O)c1nn(C)c(=O)c2ccccc12)c1c(N)n(CCC)c(=O)[nH]c1=O	-2	-11	-15	9	-24	103
32	CC(=O)c1ccc(N2C(=NC(=O)COc3ccccc3)SC3CS(=O)(=O)CC32)cc1 (centres undefined)	5	-17	11	1	8	x
36	CC(C)(C)OC(=O)NCCCCc1cn(CC(=O)N2CCN(C(=O)OC(C)(C)C)CC2)nn1	-2	13	0	-4	1	105
31	CCC1=C(OC(=O)N(CC)CC)N2C(=O)OC(=NCCc3c[nH]c4ccccc34)[C@]2(Cc2ccccc2)[C@H]2C1=CC[C@H]1C(=O)N(CC)C(=O)[C@H]12	1	-10	-7	-11	x	105

#	phage Ecoli inh	OPRM1-OPRD1 ag	PKA-R1A activ	AddAB inh	Ecoli viability
38	0.7	-1.2	-4	1.8	1.1
35	0.1	-2.4	2	2.1	-1.2
32	0.9	-0.1	-11	4.0	0.8
36	2.3	0.8	8	4.7	2.6
31	1.8	2.0	-4	-1.0	-2.2

Compound activity from PubChem BioAssay.
